E coli WT inh: blocks growth of wild type E. coli BW25113; inhibition, % at 10 µM; hit rate 0.05% among 20,000; E. coli BW25113 growth inhibition, OD600; AID 552; in the data active = inhibition above about 40%;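 also: bacteria exposed to compound for 20 hours at 37 °C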
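assay system = bacterial strain in a whole-cell growth screen | quantity = inoculum from a 1:1000 dilution of a 1.5 h subculture | buffer or medium = LB broth with 50 µg/mL kanamycin | compound dosing = one dose, 10 µM final | schedule = compound exposure of 20 h at 37 °C | technique = absorbance at 615 nm as a measure of bacterial growth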
* hit, by the source's call. A portion of the library, so the mix of outcomes need not match the whole.

SMILES	E coli WT inh
COc1ccc(N2C(=O)C3C4C=CC(C4)C3C2=O)nn1 (stereo unspecified)	10.4
COc1cccc(N2CC(C(=O)Nc3c(C)cccc3C)CC2=O)c1 (stereo unspecified)	0.9
CCOc1ccc2cc(C#N)c(SCC(=O)N3CCC(C)CC3)nc2c1	2.9
O=C(COc1ccc(S(=O)(=O)NCc2ccccc2)cc1Cl)N1CCOCC1	-18.0
O=C(NCc1ccco1)NCC(F)(F)F	0.6
O=C(CSc1ncn[nH]1)Nc1nc(-c2ccccc2)ns1	-20.6
COc1ccc(-c2nc(SCC(=O)N3CCOCC3)n[nH]2)cc1	-14.0
COc1ccc(NC(=O)CCCN2C(=O)C3C4C=CC(C4)C3C2=O)c(OC)c1 (stereo unspecified)	5.5
Cc1cc(OCCCC(=O)N2CCCCC2)cc(C)c1Cl	-18.6
O=C(Cc1ccccc1)CC1(O)C(=O)Nc2ccccc21 (stereo unspecified)	-8.0
COc1ccc(-n2c(N)c(-c3nc4ccccc4n3C)sc2=S)cc1	7.2
COCCOC(=O)c1cc(C(=O)c2cc(F)ccc2O)coc1=N	-7.9
COc1ccccc1-c1nc(SCC(=O)O)n[nH]1	-30.5
CN1C(=O)C(O)(C2COC(C)(C)CC2=O)c2cc(Br)ccc21 (stereo unspecified)	3.5
Cc1cnc(-c2nnc(N(C)C(=O)C3CCOC3)s2)cn1 (stereo unspecified)	7.3

The list goes on, starting with the last 6 of the part before.
SMILES	E coli WT inh
O=C(Cc1ccccc1)CC1(O)C(=O)Nc2ccccc21 (stereo unspecified)	-8.0
COc1ccc(-n2c(N)c(-c3nc4ccccc4n3C)sc2=S)cc1	7.2
COCCOC(=O)c1cc(C(=O)c2cc(F)ccc2O)coc1=N	-7.9
COc1ccccc1-c1nc(SCC(=O)O)n[nH]1	-30.5
CN1C(=O)C(O)(C2COC(C)(C)CC2=O)c2cc(Br)ccc21 (stereo unspecified)	3.5
Cc1cnc(-c2nnc(N(C)C(=O)C3CCOC3)s2)cn1 (stereo unspecified)	7.3
Cc1cc(C)nc(NC2=NCC(=O)N2c2ccc(F)c(Cl)c2)n1	-22.3
Cc1ccc(-n2c(=O)[nH]c3c(C(N)=O)nc(CC(C)C)nc32)cc1	8.4
Cc1oc(C(=O)O)cc1CSc1nnc(-c2ccccc2)n1C	-20.5
CCC(=O)N(Cc1ccco1)c1nc(-c2cc(OC)ccc2OC)cs1	0.4
CN1CCN(CC(=O)N(Cc2c(C#N)c3ccccc3n2C)c2ccccc2)CC1	-19.2
Cc1nc2cc(NC(=O)N3c4ccccc4CC3C)ccc2n1C (stereo unspecified)	-7.7
Cc1ccc(C)c(NC(=O)CN(C)S(=O)(=O)c2ccccc2)c1	-18.2
CCOC(=O)N1CCC(NC(=O)c2cc(C(=O)NC3CCCC3)ccc2CO)CC1	-0.7
Cc1cc(C(=O)NCCCN2CCN(C3CCCCC3)CC2)n(-c2ccccc2)n1	9.2
CN1C(=O)c2cccc3c(S(=O)(=O)NCc4ccco4)ccc1c23	-13.9
NC(=O)C1CCCN(S(=O)(=O)c2ccc(Br)cc2)C1 (stereo unspecified)	-8.4
O=C(COc1ccccc1Cl)OCC(=O)N1CCN(S(=O)(=O)c2ccccc2)CC1	-2.1
N#CC1=C(N)Oc2n[nH]c(-c3cccs3)c2C1c1ccoc1 (stereo unspecified)	-19.6
CC(C)COc1ccc(C2NC(=O)NC2=O)cc1 (stereo unspecified)	2.6
CN(C1CCS(=O)(=O)C1)S(=O)(=O)c1ccc(C2CCCCC2)cc1 (stereo unspecified)	-17.9
Cc1csc(NC(=O)c2ccoc2C)n1	-5.8
CCCc1n[nH]c2c1/C(=N/O)CC(c1ccccc1)C2 (stereo unspecified)	-1.2
O=C(Nc1ccc(N2CCOCC2)cc1)c1cc2ccccc2o1	0.0
COC(=O)Nc1c(C)nn(Cc2ccccc2C)c1C	-19.2
O=C(C1CCC(CNc2c(N3CCCCC3)c(=O)c2=O)CC1)N1CCc2ccccc2C1 (stereo unspecified)	0.8
CS(=O)(=O)N(CC(=O)NCCSc1ccccc1)c1ccc2c(c1)OCO2	-13.7
CCc1cc(C(=O)OC)c(N2C(=O)C3C4C=CC(C4)C3C2=O)s1 (stereo unspecified)	-13.7
CCOC(=O)c1ccccc1NC(=O)CN1C(=O)c2ccccc2S1(=O)=O	-21.1
Cc1cc(Cl)ccc1NC(=O)CSc1nnc(Cc2cccs2)n1Cc1ccco1	13.5
O=C(O)C1CC=CCC1C(=O)Nc1cc(Cl)ccc1Cl (stereo unspecified)	-2.7
COC(=O)c1sccc1NC(=O)Cn1nnc(-c2ccc(C)cc2)n1	-6.2
O=C(CSc1nc2cc(S(=O)(=O)N3CCOCC3)ccc2o1)NC1CCCc2ccccc21 (stereo unspecified)	8.3
COC(=O)Cn1ccc(N(C)C)c(C#N)c1=O	-18.1
CCOc1cc(C(=O)N(C)Cc2cc3ccccc3[nH]c2=O)cc(OCC)c1OCC	0.8
C=CCc1cc(C)cc(C)c1OCCn1cncn1	3.8

The final five records of the part before lead into the next.
SMILES	E coli WT inh
COC(=O)c1sccc1NC(=O)Cn1nnc(-c2ccc(C)cc2)n1	-6.2
O=C(CSc1nc2cc(S(=O)(=O)N3CCOCC3)ccc2o1)NC1CCCc2ccccc21 (stereo unspecified)	8.3
COC(=O)Cn1ccc(N(C)C)c(C#N)c1=O	-18.1
CCOc1cc(C(=O)N(C)Cc2cc3ccccc3[nH]c2=O)cc(OCC)c1OCC	0.8
C=CCc1cc(C)cc(C)c1OCCn1cncn1	3.8
Cc1cc(NCCN2CCOCC2)n2nc(C)c(-c3ccccc3)c2n1	5.0
Cc1ccc(SCCC(=O)N2CCOCC2)cc1	-3.1
O=C1CC(N2CCOCC2)C(=O)N1c1ccc2c(c1)OCO2 (stereo unspecified)	-1.8
CN(C)C(=O)CN(c1ccc(F)c(Cl)c1)S(C)(=O)=O	1.9
Cc1ccc(C)c(S(=O)(=O)NCc2cccnc2)c1	12.0
CC(=O)c1cc(F)c(N2CCN(C(=O)c3ccco3)CC2)cc1C	-19.6
CCN(CC)CCCN1C(=O)C(=O)/C(=C(/O)c2ccc3c(c2)OCCO3)C1c1ccc(C)o1 (stereo unspecified)	-14.3
O=C(c1ccco1)[C@@H]1[C@@H]2C(=O)N(c3ccccc3)C(=O)[C@@H]2C2c3ccccc3C=CN21 (stereo partly specified)	-9.0
Cc1cc(C)n2ncc(C(=O)Nc3ccc4c(c3)OCO4)c2n1	-11.3
CCOC(=O)C(NCc1ccccc1OC)(NC(C)=O)C(F)(F)F (stereo unspecified)	5.6
O=C1c2ccccc2C(Nc2ccc(F)c(Cl)c2)N1Cc1ccco1 (stereo unspecified)	7.7
COc1cccc(NC(=O)COc2ccc(N3CC(C(=O)NCC(C)C)CC3=O)cc2)c1 (stereo unspecified)	-17.5
CCC1(CC)C(=O)N(C)C(=O)NC1=NCc1ccccc1	12.6
O=C(NCc1ccco1)C1(c2ccccc2)CCCC1	-17.2
c1cncc(-c2noc(C34CC5CC(CC(C5)C3)C4)n2)c1	1.9
O=C(CSc1nnc(CNC(=O)c2cccs2)o1)NCCc1ccccc1	-2.8
Cc1ccc(NCc2nnc(SCC(=O)NCc3ccco3)n2CC2CCCO2)cc1Cl (stereo unspecified)	1.8
CN(C)C(=O)CSc1cccc2cccnc12	-23.2
Cc1c(Cl)cnc(NC(=O)COC(=O)C(NC(=O)c2ccco2)C(C)C)c1Cl (stereo unspecified)	5.8
Cc1ccnc(NS(=O)(=O)c2ccc(NC(=O)C3CCCCC3)cc2)n1	-26.9
O=C(CN1CCOCC1)Nc1cccc(C(=O)Nc2cccc(C(F)(F)F)c2)c1	-2.6
COC(=O)CC1C(=O)NC2CCCCC2N1C(=O)c1ccccc1 (stereo unspecified)	-18.4
Cc1ccccc1OC(C)c1nc(-c2ccccc2)no1 (stereo unspecified)	-5.7
CCNc1ccc(S(=O)(=O)C(F)(F)F)cc1NC(=O)C12CCC(CC1)C2	6.4
Cn1c(-c2ccc(F)cc2)cnc1NCc1ccccc1	15.7
COc1ccccc1CC(NC(C)=O)C(=O)NC1CCN(c2nnnn2-c2ccccc2)CC1 (stereo unspecified)	5.9
COc1cc(NC(=O)c2cnn3c(C)cc(C)nc23)c(OC)cc1Cl	-21.2
CN1CCN(CCCN2c3ccccc3Sc3ccc(C(F)(F)F)cc32)CC1	2.3
CCCCCc1c(O)c2ccccc2[nH]c1=O	-4.9
CC12CCC(C(=O)NCCN3CCCCC3)(CC1=O)C2(C)C (stereo unspecified)	1.9
Nc1ccc(-n2c(N)c(C(=O)NCc3ccc4c(c3)OCO4)c3nc4ccccc4nc32)cc1	-1.2
O=C(CCCCCN1C(=O)CCC1=O)Nc1ncn[nH]1	-15.8
CSc1nc2ccc(Nc3nc(N4CCOCC4)nc(N4CCOCC4)n3)cc2s1	10.0
COC(=O)CN(c1ccc2c(c1)OCCO2)S(=O)(=O)c1ccccc1	-15.9
O=C(CC1(O)C(=O)N(C/C=C/c2ccccc2)c2ccccc21)c1ccccn1 (stereo unspecified)	3.8
CC(C)(C)NC(=O)c1cccc(NC(=O)c2ccc(NC(=O)c3ccco3)cc2)c1	-1.9
CCOC(=O)c1ccc(COC(=O)CCc2nc3ccccc3[nH]c2=O)o1	0.0
COc1ccc(N2CCN(C(=O)CN3C(=O)C4CC=CCC4C3=O)CC2)cc1 (stereo unspecified)	7.4
Cc1cc2c(cc1C)NC1(C(=O)Nc3ccccc31)C1=C(CC(C)(C)CC1=O)N2 (stereo unspecified)	-12.3
N#Cc1c(N)nc(SCC(=O)NC2CCCCC2)c(C#N)c1-c1ccc(Cl)cc1	-16.9
Cn1c2ccccc2c2nnc(SCc3ccc4nonc4c3)nc21	-10.7
COc1ccc(NS(=O)(=O)c2c(C)[nH]c(=O)[nH]c2=O)c(OC)c1	0.4
CCOc1ccc(-n2cc(C(=O)N3CCN(C)CC3)c3cc(OC)c(OC)cc3c2=O)cc1	7.7
COC(=O)C1CCN(C(=O)C2CCCCC2)CC1	-11.5
Cc1ccnc(SCC(=O)Nc2oc(-c3ccccc3)c(-c3ccccc3)c2C#N)n1	-20.9
COc1ccc(Cc2nnc(SCC(=O)NC3CCCCC3)n2C)cc1	5.4
OC1(c2cccc(C(F)(F)F)c2)CCNCC1	-6.5
Clc1ccccc1-c1nnc2sc(CCc3ccccc3)nn12	-14.4
CCCNC(=O)CC1Sc2ccccc2NC1=O (stereo unspecified)	-15.8
CCOC(=O)c1cccc(NC(=O)CSc2nnc(-c3cccnc3)n2C)c1	-0.7
Cc1nnc(C)c2c(C)n(-c3ccc(Br)cc3)c(C)c12	-4.1
CCc1ccc(CNc2ccc(O)cc2)cc1	4.2
O=C(Nc1sc2c(c1C(=O)NCc1cccnc1)CCCC2)c1ccco1	-26.4
Cc1ccc(C)n1-c1ccc(N2CCOCC2)nc1	-8.1
O=C(NCC1CCCO1)c1ccc(C(=O)NCC2CCCO2)cc1 (stereo unspecified)	-3.8
O=C(CCCCCN1C(=O)CCC1=O)Nc1ccc2c(c1)OCO2	-15.3
CCOC(=O)c1cc2c(=O)n3ccccc3nc2n(CC(C)C)c1=NC(=O)c1ccco1	5.9
O=C(Nc1cc(Cl)ccc1O)C1CCCO1 (stereo unspecified)	-19.3
CN(C)CC(O)COc1ccc(-c2ccc(C#N)cc2)cc1 (stereo unspecified)	1.0
O=C(Nc1ccc(NC(=O)c2ccco2)nc1)c1cccnc1	-3.0

An excerpt from above in order of formula weight, lowest first.
SMILES	E coli WT inh
O=C(Nc1ccc(NC(=O)c2ccco2)nc1)c1cccnc1	-3.0
O=C(NCC1CCCO1)c1ccc(C(=O)NCC2CCCO2)cc1 (stereo unspecified)	-3.8
COc1ccc(Cc2nnc(SCC(=O)NC3CCCCC3)n2C)cc1	5.4

Carrying on:
SMILES	E coli WT inh
CCOc1ccc(C(CC(=O)O)NC(=O)c2ccco2)cc1OC (stereo unspecified)	-2.3
CCN(CC)c1ccc(-c2c(C#N)c(N)nc(OC)c2C#N)cc1	8.2
c1ccc(-n2ncc3c(NCc4ccccn4)ncnc32)cc1	-16.2
COc1ccccc1NC(=O)N(Cc1ccco1)Cc1cc2cccc(C)c2[nH]c1=O	-5.5
CCN1CCN(C(=O)c2oc(=O)c3ccccc3c2-c2ccc(C)cc2)CC1	-3.2
COc1ccc(N2CCN(C(=O)CSc3ncnc4c3cnn4-c3ccccc3C)CC2)cc1	-3.3
NS(=O)(=O)c1ccc(NC(=O)CN2CCCCC2)cc1	-16.2
COC(=O)[C@H](C)NC(=O)Nc1cc(OC)ccc1OC	-5.4
COC(=O)C1=C(CN2CCN(C)CC2)NC(=O)NC1c1cc(C)ccc1C (stereo unspecified)	-16.8
CC(=O)c1ccc(OC(=O)c2cccs2)cc1	2.7
C=C(CC)C(=O)c1ccc(OCC(=O)O)c(Cl)c1Cl	-0.3
O=C(CN1CCCCC1)Nc1cccc(Br)c1	-17.2
Cc1nn(-c2ccc(F)cc2)c2sc(C(=O)O)cc12	14.0
Cc1nc2ccccc2c2c1C(=O)N(C)C2=O	-14.4
CCOC(=O)C1=C(CN2CCOCC2)NC(=O)NC1c1cc(C)ccc1C (stereo unspecified)	-4.5
O=C(OCN1C(=O)c2ccccc2C1=O)c1ccccc1	2.6
CCc1ccc(C(=O)Nc2ccc(S(=O)(=O)Nc3nc(C)cc(C)n3)cc2)o1	-1.9
O=C1CCCN1c1cc(Cl)ccc1Cl	-17.4
COc1ccc(Cc2nnc3c4cnn(C)c4ncn23)cc1	-3.3
CCC(NC(=O)OC(C)(C)C)C(=O)Oc1ccc2c3c(c(=O)oc2c1)CCC3 (stereo unspecified)	-14.7
O=C(c1c(Cl)cccc1Cl)N1CCN(c2ccccn2)CC1	6.2
CC(=O)Nc1ccccc1Sc1ccccc1	3.6
Cc1ccc(NCc2nc3ccccc3n2C)cc1	-13.5
CCc1noc(C)c1C(=O)NCCc1ccc(OC)c(OC)c1	-2.4
CC(=O)NS(=O)(=O)c1ccc(NC(=O)CCC2CCCC2)cc1	-29.7
OC(c1ccccc1)C1CN(Cc2ccccc2)CCC1(O)c1ccccc1 (stereo unspecified)	-14.7
Cc1ccc(OCC(=O)Nc2cccc(-c3nnc(-c4ccccc4)o3)c2)cc1	-23.3
CCOC(=O)c1ccc(NC(=O)c2ccc(NS(C)(=O)=O)cc2)cc1	-0.3
CCOC(=O)N1CCN(c2ncnc3c2[nH]c2ccc(OC)cc23)CC1	-0.6
